Screening results deposited in PubChem BioAssay by several laboratories.
DYRK1A inh = inhibitors of rat Dyrk1A kinase; Q63470; ADP-Glo luminescence, NFATc1 peptide; inhibition, % at 12.5 µM; hit rate 0.43% among 310,000; in the data active = inhibition above about 50%;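 note: plate controls were vehicle with enzyme for no effect and no enzyme for full effect; many of its hits are not listed in these tables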
HSF1 inh = HSF1 inhibition | NIH3T3-HGL HSE-luciferase, MG132-induced, luminescence 8 h; hits give low values | activity change, negative = inhibition, % at 7.5 µM (by protocol) | hit rate 0.77% among 300,000;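 active = more than half of replicate wells show activity change below -50%, luminescence cut by over half; inconclusive = some wells, but at most half, below -50%; inactive = no replicate well below -50%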;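 note: luciferase reports HSF-1 transcriptional activity via heat shock element; 0% = median of DMSO wells and -100% = zero luminescence signal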
HSP90 refold inh = inhibitors of HSP90 luciferase refolding in rabbit reticulocyte lysate | luciferase refolding luminescence, 3 h | inhibition, % at 5.6 µM | hit rate 0.91% among 290,000;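 active = inhibition above the screen-wide mean plus 3 SD, computed separately per campaign, cut at about 16% in these data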;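 note: 0% = DMSO wells and 100% = 60 µM geldanamycin wells; inhibitors lower the luminescence because luciferase stays unfolded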
KLF5 inh = inhibitors of KLF5 expression; hit rate 0.23% among 290,000; inhibition, % at 5 µM; DLD-1 KLF5 promoter-luciferase reporter, luminescence;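 active = inhibition above a per-plate limit of that plate's mean compound inhibition plus 3 SD, cut at about 60% in these data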;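 note: 0% = DMSO wells and 100% = LY294002 at 200 µM; higher means less KLF5 promoter-driven luciferase light; inactives centre near -14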
GSK3B inh = blocks human GSK3beta kinase activity | P49841 | GST-GSK3beta kinase, ADP-Glo luminescence, 60 min; hits give low values | activity score (negative = inhibition), % at 10 µM | hit rate 0.038% among 300,000 | AID 2097;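 active = more than half of replicate wells score below -50%, meaning over 50% inhibition versus plate controls; inconclusive = some replicates but at most half score below -50%; inactive = no replicate scores below -50%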;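 note: 0% = median DMSO wells and -100% = median GW8510 positive control wells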
Target sequence (P49841 whole entry, looked up): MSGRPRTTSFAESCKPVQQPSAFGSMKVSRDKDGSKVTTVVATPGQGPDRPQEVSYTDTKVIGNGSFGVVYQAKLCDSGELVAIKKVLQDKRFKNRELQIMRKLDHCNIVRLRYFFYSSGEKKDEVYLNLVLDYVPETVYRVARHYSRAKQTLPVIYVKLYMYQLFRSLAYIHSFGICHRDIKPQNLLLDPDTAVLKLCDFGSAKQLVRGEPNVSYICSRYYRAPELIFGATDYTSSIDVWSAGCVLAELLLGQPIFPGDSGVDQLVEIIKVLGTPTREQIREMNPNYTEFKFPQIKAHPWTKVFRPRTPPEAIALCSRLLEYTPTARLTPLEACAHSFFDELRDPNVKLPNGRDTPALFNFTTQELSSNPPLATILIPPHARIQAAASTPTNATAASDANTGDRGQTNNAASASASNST
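Test system – GST-tagged human GSK3beta kinase, cell-free · Incubation – 60 min enzyme reaction, room temperature · Signal – ADP-Glo luminescence · Also added – peptide substrate and ATP at 25 µM · Controls – DMSO neutral wells and GW8510 at 20 µM as positive · Buffer or medium – Tris/MgCl2 kinase buffer · Measure – Luminescence-derived activity versus plate DMSO and GW8510 wells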
GSK3 alpha inh = human GSK-3 alpha kinase inhibition; AID 2650; inhibition, % at 10 µM; hit rate 0.1% among 320,000; P49840; ADP-Glo luminescence, 60 min;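 in the data active = inhibition above about 50%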;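 note: GST-tagged GSK-3 alpha with peptide substrate and 25 µM ATP; 0% = DMSO neutral wells and 100% = GW8510 positive control wells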
Target sequence (P49840 whole entry, looked up): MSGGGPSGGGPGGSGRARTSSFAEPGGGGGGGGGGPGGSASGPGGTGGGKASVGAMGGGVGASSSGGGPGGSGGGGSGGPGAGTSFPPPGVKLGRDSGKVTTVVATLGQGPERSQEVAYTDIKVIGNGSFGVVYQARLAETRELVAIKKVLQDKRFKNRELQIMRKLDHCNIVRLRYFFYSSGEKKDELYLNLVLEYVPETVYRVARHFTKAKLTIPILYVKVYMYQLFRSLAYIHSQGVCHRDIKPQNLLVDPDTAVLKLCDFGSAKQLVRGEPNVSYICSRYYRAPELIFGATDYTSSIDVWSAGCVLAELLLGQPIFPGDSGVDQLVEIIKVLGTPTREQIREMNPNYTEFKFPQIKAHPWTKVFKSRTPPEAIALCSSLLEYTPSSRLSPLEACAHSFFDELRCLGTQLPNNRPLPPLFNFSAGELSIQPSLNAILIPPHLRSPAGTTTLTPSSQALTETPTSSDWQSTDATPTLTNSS
aSyn 5UTR inh = 5' untranslated region of α-synuclein, MLPCN primary screen | alpha-synuclein 5'UTR reporter, inhibitor activity | hit rate 0.82% among 300,000 | inhibition, % (tested at 7.5 µM); in the data active = inhibition above about 60%; inconclusive = no clear call, values can overlap the other calls;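 note: H4 neuroglioblastoma cells stably carrying SNCA 5'UTR luciferase fusion; 0% = DMSO wells and 100% = positive control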
Platelet DG rel = modulates dense granule release in human platelets; human platelet-rich plasma, SFLLRN dense granule ATP release, luminescence; inhibition, %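 (compounds screened at 7.5 µM in platelet-rich plasma)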; hit rate 0.22% among 300,000; AID 1663;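 active = mean replicate score, as percent of positive control, at or above 50; inconclusive = mean below 50 but at least one replicate at or above 50; inactive = mean and every replicate below 50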
IEC-6 cytotox = IEC-6 cytotoxicity, counter-screen for KLF5 inhibitors. luminescence viability. inhibition, % at 5 µM. hit rate 0.78% among 290,000. AID 1825; in the data active = inhibition above about 22%;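 note: 0% = plate median of test compound wells and 100% = cytotoxic reference compound wells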
HSF1 activator = increases HSF-1 driven luciferase reporter signal | NIH3T3-HGL HSF-1 luciferase reporter, MG132, 8 h; 100% = twice DMSO control signal | activation, % at 9 µM | hit rate 1.7% among 300,000;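 active = mean replicate activation of at least 50% with a set share of replicates each reaching 50%; inconclusive = only one of those two conditions met; inactive = mean below 50% and too few replicates reaching it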;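 note: 0% = median of the neutral control wells and 100% = twice that signal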
The depositor's hits bear a star; ? = inconclusive; · = not tested or not shown. This is a subset; rates above refer to the full screens.

SMILES	DYRK1A inh	HSF1 inh	HSP90 refold inh	KLF5 inh	GSK3B inh	GSK3 alpha inh	aSyn 5UTR inh	Platelet DG rel	IEC-6 cytotox	HSF1 activator
Cc1ccc(-c2nn3c(C)nnc3s2)cc1NC(=O)c1ccc(-c2cccc(Cl)c2)o1	0	5	5	8	2	·	48	4	-4	11
O=C(O)c1ncn(Cc2ccc(Br)cc2)c1C(=O)O	-4	-1	1	9	-4	-1	12	-7	0	-14
CCN(CC)S(=O)(=O)c1ccc(Cl)c(C(=O)NC2CCN(Cc3ccccc3)CC2)c1	2	1	-5	-42	-5	-3	6	-2	-1	-6
N#CC1(NC(=O)COC(=O)Cn2[nH]c(=O)c3ccccc3c2=O)CCCCC1	14	-6	·	·	2	-1	7	4	·	-11
Fc1ccc(CNc2ncccn2)cc1	4	-5	2	-16	·	-1	-2	0	5	-4
O=C(Nc1ccccn1)c1onc2c1CCCC2	1	-19	36*	-100	-1	1	96*	28	4	0
CC1CCCN(CCOc2ccc3ccccc3c2Br)C1 (centres undefined)	9	13	-1	-34	0	1	-33	-3	-3	8
CCOC(=O)C(C)Oc1ccc2c(CC)cc(=O)oc2c1C (centres undefined)	-5	1	4	-9	1	-5	13	-9	4	6
Clc1ccc(Cn2cc(Br)cn2)cc1Cl	-3	8	2	-24	0	0	1	-6	1	-9
O=C(NCC[C@@H]1C[C@@H]2C=C[C@H]1C2)c1cc(COc2ccc(F)cc2F)on1	7	9	-1	21	3	-1	-17	4	-4	32
COc1ccc(N2C(=O)CSC23C(=O)Nc2ccccc23)cc1OC (centres undefined)	4	12	-1	0	-4	5	-8	-3	1	14
CC(C)NC(=O)COC(=O)c1ccc(S(=O)(=O)N2CCCC2)cc1	-6	-1	-1	12	-3	1	11	2	-4	-8
CCCNC(=O)CS(=O)Cc1nc(-c2ccccc2C)oc1C (centres undefined)	3	0	-3	-31	1	0	16	7	-2	-10
CCOC(=O)c1ccc(NC(=O)Nc2cccc(C)n2)cc1	-3	6	0	-11	1	·	-60	-4	5	30
CCN(CC(=O)Nc1c(F)cccc1F)C(=O)c1ccc(N2CCCCC2)c([N+](=O)[O-])c1	-8	2	2	-32	5	-1	20	31	-5	9
CCC/C(=N\NC(=O)C1CC1)c1ccccc1	·	1	·	·	2	-3	4	-4	·	10
Fc1ccc(NC(=S)N2N=CCC2c2ccccc2)cc1 (centres undefined)	-2	13	4	-49	-1	1	-101	1	-1	20
Cc1ccccc1OCCNC(=O)/C=C/c1ccc([N+](=O)[O-])cc1	-3	-1	3	-9	-1	-7	-23	-8	0	1
O=C1Cc2cccc3cccc1c23	2	4	2	-21	2	0	-2	-4	-1	16
COc1ccc(OC)c(NC(=O)CSc2ncnc3c2cnn3-c2ccccc2Cl)c1	-2	-6	-2	-8	2	-2	-2	1	0	-10
O=C(O)Cc1c(C(=O)O)nnn1-c1cccc(C(F)(F)F)c1	4	-5	-1	-31	-1	-3	0	-10	-2	6
COc1cccc(CC(Cc2nc3ccccc3[nH]2)c2nc3ccccc3[nH]2)c1 (centres undefined)	0	-4	4	5	4	-4	-48	6	3	-1
O=C(CN(C(=O)c1ccc(Cl)cc1)N1C(=O)C2CCCCC2C1=O)c1ccc(Cl)cc1 (centres undefined)	-2	-4	0	-9	4	·	-14	-15	8	5
CCCCN1C(=O)/C(=C2/Sc3ccccc3N2C)S/C1=N\c1ncn[nH]1	-1	-2	-1	-7	0	1	29	10	2	-17
COc1cc(NC(=S)NCCCN2CCOCC2)c(OC)cc1NC(=O)c1ccco1	-2	0	0	-20	·	-2	-6	1	1	-4
More compounds
SMILES	DYRK1A inh	HSF1 inh	HSP90 refold inh	KLF5 inh	GSK3B inh	GSK3 alpha inh	aSyn 5UTR inh	Platelet DG rel	IEC-6 cytotox	HSF1 activator
O=C(Nc1cnccn1)Nc1ccccc1Cl	3	4	-1	3	-1	·	-8	4	-6	25
O=C(NCCN1CCOCC1)/C(=C/c1ccc(F)cc1)NC(=O)c1ccccc1	-5	2	1	11	-2	-2	20	-16	-9	1
O=C(Nc1nccs1)c1cccnc1	2	21	1	-8	0	-1	-12	17	0	46
CCn1c(SCC(=O)NC2CC2)nnc1-c1ccc(OC)cc1	2	0	5	-1	-1	-1	-12	-11	7	-19
CCC(N=c1cc(-c2ccc(OC)c(OC)c2)oc2ccc(C)cc12)C(=O)O (centres undefined)	-7	?	-2	0	5	-1	-28	2	-3	-65
CCOc1ccc(C(=O)NCC2OCCc3ccccc32)cc1 (centres undefined)	36	3	6	-57	1	-3	-33	-3	5	13
CC(C)NC(=O)N1c2ccccc2Sc2ccccc21	-2	-14	-1	-23	5	0	-3	7	2	-19
COCCNC(=O)c1ccc(C(=O)NCCOC)s1	-2	-3	0	1	4	-1	-22	0	-2	-3
CC(Sc1nnc(N)s1)C(=O)Nc1ccc(N2CCOCC2)cc1 (centres undefined)	-3	-7	-5	-16	-14	2	7	-8	-2	0
Cc1cccc(NC(=O)CSc2nc(NS(=O)(=O)c3ccccc3)cc(=O)[nH]2)c1	0	12	-2	1	-1	1	-19	-6	-9	20
COCc1ccc(C(=O)N2CCCC(CCC(=O)NCc3ccccc3F)C2)o1 (centres undefined)	·	-6	-6	28	5	-3	15	0	12	-13
CSc1nnc(-c2ccc(O)cc2)n1C	2	-11	1	-8	-4	7	13	-5	-3	-10
CCOC(=O)c1c(CN2CCOCC2)oc2ccc(OC)cc12	3	-1	3	-20	-3	-1	10	2	-2	15
COc1cccc(-c2nc(C#N)c(N3CCN(C(=O)c4ccco4)CC3)o2)c1	·	4	-4	-29	2	5	5	-9	0	-5
N/C(=N\OC(=O)c1ccc(Br)o1)c1cccnc1	·	17	-2	-85	-2	·	-143	-1	-2	30
Cc1ccc(NC(=O)CC2SCCNC2=O)cc1[N+](=O)[O-] (centres undefined)	1	-2	-3	-10	0	-2	-19	8	2	-1
CC(C)c1ccc(C2NC(=O)c3ccccc3O2)cc1 (centres undefined)	-4	35	-2	-36	2	0	-24	0	-2	71*
CCOC(=O)c1c(S(=O)(=O)N2CCCC(C(=O)Nc3cccc(C)n3)C2)c(C)n(C)c1C (centres undefined)	-2	-5	21*	-10	-2	4	1	7	2	10
COc1ccc(CN(C(=O)CN2C(=O)COc3ccccc32)C2CCCC2)c(OC)c1	·	8	6	-12	-3	4	12	-1	0	-1
COc1ccc(C(CNc2ccc(S(=O)(=O)N3CCCC3)cc2[N+](=O)[O-])N2CCCC2)cc1 (centres undefined)	-4	0	3	6	-2	-5	1	0	5	-3
O=C(NCc1n[nH]c(=S)n1-c1ccc(F)cc1)c1ccc(S(=O)(=O)N2CCCC2)cc1	6	·	0	-22	-2	-1	-9	-2	-4	·
COc1c2c(cc3oc(=O)c4c5ccc(O)cc5oc4c13)OC(C)(C)CC2	1	-25	·	·	-1	-1	-199	0	·	-29
CCOC(=O)c1csc(NC(=O)c2ccc(C#N)cc2)n1	18	-7	13	-31	-2	0	8	-4	2	4
CN(CCNC(=O)c1cn(C)c2ccc(S(=O)(=O)N3CCCC3)cc2c1=O)CCc1ccccc1	-4	5	-1	0	1	-1	-2	0	3	1
O=C(Cc1ccc(S(=O)(=O)N2CCCC2)s1)N1CCN(c2ccc(F)cc2)CC1	-7	19	3	-15	0	-1	-17	31	-6	4
Continued:
SMILES	DYRK1A inh	HSF1 inh	HSP90 refold inh	KLF5 inh	GSK3B inh	GSK3 alpha inh	aSyn 5UTR inh	Platelet DG rel	IEC-6 cytotox	HSF1 activator
CN(C)Cc1c(C(=O)N/N=C/c2ccc(-c3ccccc3)cc2)nnn1-c1nonc1N	-6	-9	-3	-21	1	-1	-9	-4	1	-12
CC1(C)CC(=O)c2cc(C(=O)NC3CCSC3=O)c(=O)n(-c3ccccc3)c2C1 (centres undefined)	2	2	2	-5	3	0	5	-4	1	1
Cc1[nH]c(-c2ccc(F)cc2)cc1C(=O)N1CCN(c2cccc(Cl)c2)CC1	-3	6	-1	-29	4	1	7	-1	-6	23
CN1C(=O)/C(=C/c2ccc(OCc3ccc(F)cc3)cc2)NC1=S	-8	1	3	-11	2	0	-19	0	3	20
COc1cc(CCC(=O)OCc2nnc(-c3ccccc3)o2)cc(OC)c1OC	-3	-1	-1	6	-4	1	5	0	0	-3
COc1ccc(N2C(=O)C(CC(=O)O)S/C2=C\C(C)=O)cc1 (centres undefined)	-10	1	1	-6	3	-1	8	1	1	-7
Cn1c(=O)oc2cc(S(=O)(=O)NCCC(=O)N3CCN(c4ccccc4F)CC3)ccc21	-9	6	-2	-4	-1	0	5	8	0	8
c1coc(CNc2ncnc3c2oc2ccccc23)c1	11	·	2	-35	·	-3	·	·	-1	·
c1ccc(CCN2CN=C(Nc3nc4ccccc4o3)NC2)cc1	2	13	1	-23	2	0	-174	4	-10	26
CC(=O)Oc1cccc(N2C(=O)c3ccc(C(=O)Nc4c[nH]c(=O)[nH]c4=O)cc3C2=O)c1	-1	-4	-1	3	0	-2	12	11	-3	-1
Cc1ccc2c(c1)cc(CN(Cc1ccco1)S(=O)(=O)c1ccccc1)c1nnnn12	1	0	-1	-38	-1	2	-16	1	1	14
Cc1ccc(NC(=O)N2CCCC2)cc1Cl	3	-7	2	-48	0	-1	-73	-12	-4	-4
COCCN1C(=O)c2ccccc2C(C(=O)NCCN(C)C)C1c1ccc(F)cc1 (centres undefined)	6	4	0	-12	1	·	-15	3	-1	-13
Cc1ccccc1CC1(CO)CCCN(Cc2c(C)nn(C)c2Cl)C1 (centres undefined)	-3	11	3	-11	-1	-1	-14	10	10	38
CC12CC(c3ccccc3O1)N(C(=O)c1ccco1)C(=S)N2c1ccc(F)cc1 (centres undefined)	-6	4	2	-17	2	-1	-24	1	0	-13
CC(/C=N\NC(=O)c1ccc2c(c1)OCO2)c1ccccc1 (centres undefined)	-1	-16	2	-26	2	10	-9	-10	2	-24
O=C(c1ccc(S(=O)(=O)N2CCc3ccccc3C2)cc1)N1CCCCC1	-70	-5	-3	16	-2	-3	-27	6	-4	14
O=C(O)c1cc(O)ccc1NC(=O)c1cccc2ccccc12	10	-3	1	0	3	·	-4	1	1	-13
Cc1ccccc1NC(=O)C(=O)NCC1CCCN1S(=O)(=O)c1cccs1 (centres undefined)	3	-4	·	·	3	6	-21	3	·	8
O=C(CSc1nnc(CNc2ccc(F)cc2)n1Cc1ccco1)N1CCOCC1	-7	5	2	2	-5	-3	5	1	3	1
CC(Oc1ccccc1)C(=O)Nc1ccccc1F (centres undefined)	3	-6	2	-15	-2	-2	9	4	-4	5
Cn1c(-c2ccccc2)nc2cnccc21	1	-2	-2	-10	0	-4	-11	16	-6	2

Shown bar-delimited: entries from further up
compound | DYRK1A inh | HSF1 inh | HSP90 refold inh | KLF5 inh | GSK3B inh | GSK3 alpha inh | aSyn 5UTR inh | Platelet DG rel | IEC-6 cytotox | HSF1 activator
CC(/C=N\NC(=O)c1ccc2c(c1)OCO2)c1ccccc1 (centres undefined) | -1 | -16 | 2 | -26 | 2 | 10 | -9 | -10 | 2 | -24
O=C(c1ccc(S(=O)(=O)N2CCc3ccccc3C2)cc1)N1CCCCC1 | -70 | -5 | -3 | 16 | -2 | -3 | -27 | 6 | -4 | 14
